RGS4 inhibitor: human RGS4 inhibition. P49798. Potency, µM (titrated, usually from 114 µM), inactives show top-dose activity change, negative = inhibition, most hits filed as inhibitors. Transcreener GDP fluorescence polarization, RGS4-accelerated GTP hydrolysis. 390,000 compounds, 0.039% hits; note: potency is the fitted concentration of half-maximal effect; % is set by controls: 0 for no effect and ±100 for the full control effect; nearly all actives have a fitted effect of over 75% in size; some results filed as inactive show a strong effect at the top dose
Target sequence (P49798 whole entry, looked up): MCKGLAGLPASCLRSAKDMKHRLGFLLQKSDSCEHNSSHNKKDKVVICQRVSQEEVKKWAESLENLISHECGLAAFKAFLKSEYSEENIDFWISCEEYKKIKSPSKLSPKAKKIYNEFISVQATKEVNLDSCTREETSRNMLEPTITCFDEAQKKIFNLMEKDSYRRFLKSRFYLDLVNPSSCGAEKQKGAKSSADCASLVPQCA
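MLSMR compounds (23 nl, pin-transferred) preincubated 10 min at room temperature with a 500nM (2x) first reagent, then RGS4 at 900nM (2x) plus Transcreener GDP mix added; fluorescence polarization (620/688 nm) read before and after 90 min at 30 °C.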
LDHA inh: inhibitors of human lactate dehydrogenase A; P00338; 480,000 compounds, 0.15% hits; AID 1347041; activity change, % (values are at about 110 or 230 µM); purified LDHA, NADH/diaphorase-resazurin fluorescence; stronger effect = lower value; in the data active = activity change below about -30%; inconclusive = mostly about -25% to -30%;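 note: plate controls were DMSO wells for no effect and wells without enzyme for full effect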
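Remaining NADH was detected by diaphorase (0.133 mg/mL) converting 37 µM resazurin to fluorescent resorufin, read at 0 and 20 minutes. The preceding 5-minute room-temperature reaction used 2 nM LDHA, 0.2 mM sodium pyruvate and 0.06 mM NADH at pH 7.4.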
USP1-UAF1 inh: USP1/UAF1 (human) deubiquitinase inhibition; AID 743255; 390,000 compounds, 0.23% hits; recombinant USP1/UAF1, Ub-Rhodamine cleavage fluorescence; Potency, µM (highest dose often 57.1 µM), for inactives: at the highest dose activity change, negative = inhibition, usual class: inhibitors; note: potency is the fitted concentration of half-maximal effect; % is set by controls: 0 for no effect and ±100 for the full control effect; nearly all actives have a fitted effect of over 60% in size; inactives centre near -12
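USP1/UAF1 complex (1 nM) preincubated 15 min at room temperature with compound, then Ub-Rho substrate (150 nM final) added. Kinetic fluorescence at 480/540 nm over 6 reads at 60 s intervals; 50 mM HEPES pH 7.8, 0.5 mM EDTA, 0.1 mg/ml BSA, 1 mM TCEP, 0.01% Tween-20.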
TrxR1 inh: rat TrxR1 inhibition; O89049; recombinant rTrxR1, NADPH fluorescence consumption, selenite substrate; Potency, µM (series often up to 114 µM), inactives show at the highest dose activity change, negative = inhibition, hits mostly inhibitors; 390,000 compounds, 1% hits; note: potency is the fitted concentration of half-maximal effect; % is set by controls: 0 for no effect and ±100 for the full control effect; nearly all actives have a fitted effect of over 65% in size
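Rat TrxR1 (90 nM in the dispensed reagent) was pre-reduced with 400 uM NADPH for 5 min at room temperature, then incubated with compound for 15 min. After 400 uM selenite was added, NADPH fluorescence (Ex 340/Em 450 nm) was followed for 8 min.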
Vif-APOBEC3G blk: inhibitors of Vif-APOBEC3G interaction; Q9HC16; HeLa A3G-eYFP + Vif (tagged APOBEC3G with the HIV-1 protein that degrades it), YFP fluorescence, overnight; Potency, µM (doses to about 46.1 µM), for inactives: at the top dose activity, negative = active, most hits filed as inhibitors; 410,000 compounds, 0.076% hits;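 note: potency is the fitted concentration of half-maximal effect; % is set by controls: 0 for no effect and ±100 for the full control effect; nearly all actives have a fitted effect of over 60% in size; hits raise eYFP signal because A3G escapes Vif-driven loss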
Target sequence (Q9HC16 whole entry, looked up): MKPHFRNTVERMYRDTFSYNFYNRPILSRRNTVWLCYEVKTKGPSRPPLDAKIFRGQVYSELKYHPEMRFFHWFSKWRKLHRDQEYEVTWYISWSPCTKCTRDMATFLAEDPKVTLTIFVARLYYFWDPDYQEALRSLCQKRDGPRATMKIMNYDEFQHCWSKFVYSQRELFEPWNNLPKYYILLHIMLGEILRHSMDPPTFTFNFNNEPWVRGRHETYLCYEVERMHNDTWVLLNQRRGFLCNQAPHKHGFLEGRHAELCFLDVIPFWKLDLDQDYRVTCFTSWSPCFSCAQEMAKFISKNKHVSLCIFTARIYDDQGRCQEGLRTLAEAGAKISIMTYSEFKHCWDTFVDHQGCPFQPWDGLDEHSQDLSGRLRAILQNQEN
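Read-out is eYFP fluorescence (Ex 488/Em 500-530) from Vif-expressing HeLa A3G-eYFP cells; more signal means A3G escaped Vif-mediated degradation. Cells plated overnight, compound pinned in, incubated overnight at 37 deg C.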
TrxR1 substrate: is turned over as a substrate by rat TrxR1; O89049; purified TrxR1 substrate turnover, NADPH consumption readout; Potency, µM (top dose mostly 114 µM), without a hit: at the highest dose activity change, negative = substrate turnover; 390,000 compounds, 0.01% hits; note: potency is the fitted concentration of half-maximal effect; % is set by controls: 0 for no effect and ±100 for the full control effect; nearly all actives have a fitted effect of over 50% in size
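Rat TrxR1, dispensed at 90 nM, was prereduced with 400 uM NADPH (final) for 5 min at ~22 deg C, then incubated with compound 15 min before 400 uM selenite. A first-read NADPH fluorescence drop versus no-compound background flagged substrates.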
GRP78 ERSR act: induces the endoplasmic reticulum stress response in human glioma cells; 420,000 compounds, 0.02% hits; Potency, µM, without a hit: at the highest dose activation, most hits filed as activators; U87-MG GRP78 promoter luciferase reporter, 16 h; note: potency is the fitted concentration of half-maximal effect; series mostly up to about 76 µM; % of control where 0% means no effect; nearly all actives have a fitted effect of over 35% in size
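Stably transfected U87-MG human glioma cells carrying a GRP78-based luminescent sensor were seeded at 1000 cells/well, pin-dosed with compounds and incubated 16 h. Luciferase reagent was then added, and end-point luminescence was read after 10 min at room temperature.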
IDH1 R132H inh: human IDH1 R132H inhibition. Potency, µM (doses to about 76.6 µM), for inactives: at the highest dose activity change, negative = inhibition, hits mostly inhibitors. AID 602179. 390,000 compounds, 0.093% hits. IDH1-R132H enzyme, NADPH consumption, diaphorase/resazurin fluorescence. O75874; note: potency is the fitted concentration of half-maximal effect; % is set by controls: 0 for no effect and ±100 for the full control effect; nearly all actives have a fitted effect of over 65% in size
Target sequence (O75874 whole entry R132H, stated change not applied): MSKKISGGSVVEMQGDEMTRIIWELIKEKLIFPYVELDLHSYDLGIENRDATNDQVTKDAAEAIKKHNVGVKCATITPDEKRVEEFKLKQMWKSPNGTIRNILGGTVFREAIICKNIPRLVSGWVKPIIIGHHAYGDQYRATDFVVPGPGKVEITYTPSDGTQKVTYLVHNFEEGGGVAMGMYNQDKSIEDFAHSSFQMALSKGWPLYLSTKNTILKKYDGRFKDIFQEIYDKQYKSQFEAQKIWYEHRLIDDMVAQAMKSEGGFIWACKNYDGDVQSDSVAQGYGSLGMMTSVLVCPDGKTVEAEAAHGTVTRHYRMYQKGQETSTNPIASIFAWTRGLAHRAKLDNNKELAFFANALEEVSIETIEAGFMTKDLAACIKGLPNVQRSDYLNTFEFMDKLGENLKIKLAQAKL
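IDH1-R132H (0.5 ug/mL) preincubated 30 min with compound, then NADPH (0.016 mM) and alpha-KG (2 mM) added; 80 min at RT, pH 7.5. Remaining NADPH coupled via diaphorase/resazurin to fluorescence (540/590 nm); concentration-response curves normalized to no-enzyme control.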
Vif-A3F inh: Vif-A3F binding inhibition; HeLa A3F-eYFP + Vif (tagged APOBEC3F with the HIV-1 protein that degrades it), YFP fluorescence increase; Potency, µM (doses to about 46.1 µM), without a hit: at the top dose activity, negative = active; 390,000 compounds, 0.2% hits; AID 602313; note: potency is the fitted concentration of half-maximal effect; % of control where 0% means no effect; nearly all actives have a fitted effect of over 65% in size
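HeLa cells stably expressing Vif plus C-terminally eYFP-tagged A3F were seeded, incubated overnight at 37 deg C, dosed with compound, incubated overnight again at 37 deg C. Yellow fluorescence (Ex 488/Em 500-530) reported blocked Vif-mediated A3F-eYFP degradation.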
Active calls of the source: *; ? = inconclusive; / = not tested or not shown; & = joins results of further samples; [ ] = dose if it differs, or a comment. Unless noted, calls come from the whole dose curve; as a rule, active = well fitted curve in the direction sought with a large enough effect; inconclusive = small, poorly fitted or top-dose-only effect, or another doubt; inactive = no such curve, though single readings can be large; an effect the other way counts as inactive or inconclusive. Not all compounds are listed. The share of hits here may be higher or lower than overall.

Below each SMILES – RGS4 inhibitor	LDHA inh	USP1-UAF1 inh	TrxR1 inh	Vif-APOBEC3G blk	TrxR1 substrate	GRP78 ERSR act	IDH1 R132H inh	Vif-A3F inh
> CS(=O)(=O)N(CC(=O)NC1CCCC1)C1CCCCC1
    19%	0	-6%	5%[57.1 µM]	2%	2%[57.1 µM]	-6%	-1%	6%
> CC(=O)Nc1nonc1-c1nc2ccccc2n1Cc1ccccc1
    11%[11.4 µM]	-2	-19%	10%[57.1 µM]	?	11%[57.1 µM]	-1%	1%	-8%
> CC(=O)Nc1ccccc1-c1nc2ccccc2n(CC(=O)c2ccc(Br)cc2)c1=O
    15%	-15	-15%	21%	/	4%	/	/	/
> CCOC(=O)c1ccc(N2C(=O)c3n[nH]c(-c4cccs4)c3C2c2ccc(C(C)C)cc2)cc1 (stereo unspecified)
    14%	2	-12%	6%	?	-8%	-2%	8%	-10%
> CCc1ccccc1N1CCN(S(=O)(=O)c2cc(OC)ccc2OC)CC1
    -6%	4	-7%	4%	0%	2%	-4%	-3%	-8%
> COc1cc(C(=O)NCCOc2ccc(Cl)cc2)ccc1OCc1c(C)noc1C
    -52%	-6	6%	17%	-8%	-2%	0%	1%	-29%
> CC(C)C[C@@H](CNCC(=O)[C@H](CC(C)C)NC(=O)c1[nH]cnc1C(=O)N[C@@H](C)CN)NC(=O)c1nc[nH]c1C(=O)N[C@@H](Cc1ccccc1)C(=O)O
    -17%	2	-32%	16%	1%	10%	-4%	4%	0%
> Oc1ccc(Cc2ccc(Cl)cc2)c(O)c1
    5%	4	-25%	0%	1%	-6%	2%	8%	-5%
> O=C(Oc1ccccc1)N1CCOCC1
    13%	-7	-15%	17%[57.1 µM]	-2%	10%[57.1 µM]	0%	12%	2%
> COc1cc(C2NC(=O)c3c(sc4c3CCN(C)C4)N2)cc(OC)c1OC (stereo unspecified)
    ?	-2	-24%	-9%	0%	34%[activator]	-1%	0%	3%
> Cc1cc(=O)oc2ccc(OCC(=O)N(Cc3ccc(F)cc3)Cc3ccco3)cc12
    -15%	-7	-10%	?	3%	5%	-6%	3%	-3%
> O=C1CCCC2=C1C(c1cccc(O)c1)C1=C(N2)c2ccccc2C1=O (stereo unspecified)
    23%	-3	-21%	79µM*	-7%	-13%	-7%	-2%	-3%
> C/C(N)=C(/C#N)C(=O)CSc1nc2ccccc2[nH]1
    5%	-23	-7%	1%[11.4 µM]	-3%	12%[57.1 µM]	7%	-1%	-5%
> Cc1ccc(N(C)S(=O)(=O)c2cccc(C(=O)Oc3ccc4c(C)cc(=O)oc4c3)c2)cc1
    -16%	-3	-8%	-21%	-5%	236%[activator]	-3%	8%	3%
> Cc1cccc(OCCn2c(S(=O)(=O)O)nc3ccccc32)c1
    19%	-12	?	-2%	0%	5%	-4%	3%	-14%

5 compounds already listed, ordered by count of non-hydrogen atoms, falling.
Below each SMILES – RGS4 inhibitor	LDHA inh	USP1-UAF1 inh	TrxR1 inh	Vif-APOBEC3G blk	TrxR1 substrate	GRP78 ERSR act	IDH1 R132H inh	Vif-A3F inh
> CC(=O)Nc1ccccc1-c1nc2ccccc2n(CC(=O)c2ccc(Br)cc2)c1=O
    15%	-15	-15%	21%	/	4%	/	/	/
> COc1cc(C2NC(=O)c3c(sc4c3CCN(C)C4)N2)cc(OC)c1OC (stereo unspecified)
    ?	-2	-24%	-9%	0%	34%[activator]	-1%	0%	3%
> O=C1CCCC2=C1C(c1cccc(O)c1)C1=C(N2)c2ccccc2C1=O (stereo unspecified)
    23%	-3	-21%	79µM*	-7%	-13%	-7%	-2%	-3%
> Cc1cccc(OCCn2c(S(=O)(=O)O)nc3ccccc32)c1
    19%	-12	?	-2%	0%	5%	-4%	3%	-14%
> C/C(N)=C(/C#N)C(=O)CSc1nc2ccccc2[nH]1
    5%	-23	-7%	1%[11.4 µM]	-3%	12%[57.1 µM]	7%	-1%	-5%

Continued:
Below each SMILES – RGS4 inhibitor	LDHA inh	USP1-UAF1 inh	TrxR1 inh	Vif-APOBEC3G blk	TrxR1 substrate	GRP78 ERSR act	IDH1 R132H inh	Vif-A3F inh
> O=C(CSc1ccc(Cl)cc1)NC(=O)NCc1ccco1
    -45%	0	-12%	58%[activator][57.1 µM]	-2%	-10%	-7%	4%	11%
> CCOC(=O)Cn1c(CN2CCN(c3cccc(Cl)c3)CC2)nc2c1c(=O)[nH]c(=O)n2C
    2%	-1	-20%	7%	-10%	-2%	-3%	1%	0%
> CCOc1ccc(NC(=O)c2ccc(NC(=O)N3CCSc4ncccc43)cc2)cc1
    -7%	-4	5%	9%	-3%	11%	-6%	13%	-4%
> O=C(COC(=O)c1cccnc1Cl)Nc1ccc(N2CCOCC2)cc1
    /	-10	-4%	/	2%	/	0%	-8%	-3%
> Cc1ccc(CNC(=O)CN(C(=O)N2CCN(C)CC2)S(=O)(=O)c2ccc(C)cc2)cc1
    1%	0	-22%	-6%	-7%	0%	-1%	1%	3%
> Cc1ccc(CNC(=O)C(=O)NCC2OCCCN2S(=O)(=O)c2cccs2)cc1 (stereo unspecified)
    14%	-8	-1%	4%	0%	-5%	-4%	0%	-11%
> O=c1nc2n(c3cc(Cl)c(S(=O)(=O)N4CCOCC4)cc13)CCCCC2
    -5%	-2	1%	-9%	-2%	-7%	0%	2%	-1%
> O=C(Nc1ccc2c(c1)OCO2)C1CCCCN1S(=O)(=O)c1ccc(F)cc1 (stereo unspecified)
    14%	-2	-17%	10%	4%	-2%	2%	-5%	-9%
> Cc1nn(-c2ccccc2)c2sc(C(=O)NNC(=O)COc3ccccc3)cc12
    -13%	-3	-9%	19%[57.1 µM]	0%	10%[57.1 µM]	1%	3%	-3%
> COCCN(C(=O)c1ccc2c(c1)S(=O)(=O)N=C1CCCCCN12)c1c(N)n(CC(C)C)c(=O)[nH]c1=O
    1%	-3	-17%	12%	-1%	-3%	-1%	15%	-9%
> CCCCn1c(N)c(N(CCOC)C(=O)c2ccc(C)c(S(=O)(=O)N3CCCCC3)c2)c(=O)[nH]c1=O
    -30%	-4	-13%	-1%	1%	1%	-2%	4%	12%
> CC(C)c1ccc2c(c1)C(N1CCN(C)CC1)Cc1cccnc1S2 (stereo unspecified)
    8%	-11	-21%	-5%	2%	-1%	-6%	-16%	10%
> CC1CN(C(=O)CSc2nnc3c(Cl)cc(Cl)cn23)CC(C)O1 (stereo unspecified)
    ?	-1	-11%	25%[57.1 µM]	2%	8%[57.1 µM]	-3%	-1%	-5%
> Oc1ccc2oc3c(c2c1C=NCc1ccncc1)CCCC3
    11%	4	-21%	-14%	6%	0%	-7%	10%	-4%
> CCOC(=O)/C=C/C(=O)Nc1ccccc1-c1ccccc1NC(=O)/C=C/C(=O)OCC
    -8%	-9	5%	-67%	?	10%[57.1 µM]	-13%	2%	-1%
> COc1nc(C)ccc1-c1noc(-c2cccs2)n1
    -8%	-10	-20%	23%[57.1 µM]	-4%	12%[57.1 µM]	-12%	3%	-8%
> O=C(COc1ccc(C(=O)c2ccc(F)cc2)cc1)Nc1cccc(S(=O)(=O)N2CCOCC2)c1
    -50%	-5	-12%	5%[11.4 µM]	0%	-3%[11.4 µM]	-3%	3%	2%
> Cc1cccc(CSc2cn(CC(=O)N3CCOCC3)c3ccccc23)c1
    -9%&-28%	-2&7	-22%&-18%	18%&-4%	-5%&-4%	-4%&-13%	3%&6%	-10%&1%	1%&0%
> CCN(CC)c1ccc(NC(=O)c2ccc(Br)o2)c(C)c1
    -18%	3	-19%	-3%	-1%	1%	3%	16%	7%
> Oc1cc(-n2cccn2)c(O)cc1-n1cccn1
    ?	21	-9%	9%[2.29 µM]	1%	0%[57.1 µM]	3%	0%	-2%
> O=C(CSc1nnc(NC(=O)c2ccco2)s1)Nc1ccccc1F
    -14%[56.9 µM]	2	-18%	10%	-9%	-2%	4%	7%	8%
> COc1ccc(NC(=O)c2cccc3cccnc23)cc1S(N)(=O)=O
    11%	0	-15%	0%	-1%	0%	1%	-2%	-8%
> Cc1ccc(-c2nn(CC(=O)N(C)C)c(=O)c3ccccc23)cc1S(=O)(=O)N(C)C
    -9%	2&1	-16%	15%	0%	8%	-4%	-1%	-9%

Screening data deposited in PubChem BioAssay by National Center for Advancing Translational Sciences (NCATS).
